Bioassay records from PubChem BioAssay.
ATG4B inh = ATG4B protease inhibitors, primary screen, biochemical, fluorescence, uHTS | Cysteine protease ATG4B (Homo sapiens), Q9Y4P1 | ATG4B cleavage of LC3-PLA2, NBD-HPC fluorescence, 1 h | inhibition, % at 8.33 µM | 340,000 compounds, 0.51% hits | AID 504462, 2011; in the data active means inhibition above about 40%
CCR6 antag = CCR6 receptor antagonists, primary screen, cell-based, CHO-K1, luminescence, beta-arrestin, uHTS; C-C chemokine receptor type 6 (Homo sapiens), P51684; CHO-K1 CCR6 PathHunter beta-arrestin, CCL20-stimulated; inhibition, % at 20 µM; 340,000 compounds, 0.49% hits;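 active means compounds whose inhibition of the agonist-driven luminescence signal at 20 µM reaches about 50%, limit read from the data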;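 further: cells stimulated with CCL20 at 14 nM final; plate controls were DMSO with CCL20 for no effect and DMSO without agonist for full effect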
Target sequence (P51684 whole entry, looked up): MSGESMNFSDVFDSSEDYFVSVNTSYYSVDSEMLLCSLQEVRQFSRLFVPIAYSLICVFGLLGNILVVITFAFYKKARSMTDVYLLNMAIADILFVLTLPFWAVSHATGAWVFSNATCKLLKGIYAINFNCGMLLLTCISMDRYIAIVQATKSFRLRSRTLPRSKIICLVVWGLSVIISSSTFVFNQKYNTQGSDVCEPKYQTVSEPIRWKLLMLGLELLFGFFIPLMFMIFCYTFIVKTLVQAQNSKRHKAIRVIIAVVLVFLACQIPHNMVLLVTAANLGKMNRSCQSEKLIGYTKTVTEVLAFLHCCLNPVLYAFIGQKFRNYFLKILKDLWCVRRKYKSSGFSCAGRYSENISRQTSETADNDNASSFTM
CXCR6 inh = CXCR6 receptor inhibitors, primary screen, cell-based, beta-arrestin, luminescence, CHO-K1 PathHunter, 1536-well; inhibition, % at 20 µM; 360,000 compounds, 0.36% hits; in the data active means inhibition above about 34%, passing the limit was not always enough;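 further: antagonist mode with CXCL16 agonist at 10 nM final; 0% = 10 nM CXCL16 with DMSO and 100% = unstimulated wells without agonist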
Gli-Sufu antag = Gli-Sufu pathway antagonists, primary screen, luciferase luminescence, Sufu-KO-LIGHT cells, uHTS; 340,000 compounds, 0.74% hits; Sufu-KO-LIGHT fibroblasts, Gli luciferase reporter luminescence; inhibition, % at 5 µM;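 active means inhibition above about 55%, limit read from the data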;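 further: 0% = DMSO-treated cells and 100% = wells with medium but no cells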
APJ antagonist = antagonists of human apelin receptor APJ, primary screen, CHO-K1 cells, beta-arrestin complementation, luminescence; P35414; inhibition, % at 20 µM; 330,000 compounds, 0.32% hits; AID 2521, 2010;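 active means inhibition above about 40% at 20 µM, limit read from the data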;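 further: cells challenged with 10 nM apelin-13 agonist together with compound; plate controls were apelin-13 plus DMSO wells for no effect and DMSO wells lacking apelin-13 for full effect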
Target sequence (P35414 whole entry, looked up): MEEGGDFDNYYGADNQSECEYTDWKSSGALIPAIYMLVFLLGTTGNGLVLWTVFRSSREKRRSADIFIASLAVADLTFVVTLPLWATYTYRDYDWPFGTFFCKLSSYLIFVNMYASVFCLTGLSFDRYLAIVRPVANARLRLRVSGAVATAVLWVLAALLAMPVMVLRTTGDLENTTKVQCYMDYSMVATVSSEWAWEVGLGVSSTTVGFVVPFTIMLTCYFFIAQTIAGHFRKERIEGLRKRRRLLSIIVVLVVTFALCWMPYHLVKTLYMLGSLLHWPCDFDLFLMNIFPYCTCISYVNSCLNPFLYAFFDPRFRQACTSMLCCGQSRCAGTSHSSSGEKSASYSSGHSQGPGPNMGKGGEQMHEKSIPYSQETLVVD
APJ ag = agonists of human apelin receptor APJ, primary screen, CHO-K1 cells, PathHunter beta-arrestin, luminescence | P35414 | 0% DMSO wells, 100% apelin | activation, % at 20 µM | 330,000 compounds, 0.11% hits | AID 2520, 2010;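 active means activation more than six SD over the plate average, tested at 20 µM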;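 further: 0% = DMSO alone and 100% = apelin-13 at 10 nM; some results filed as inactive read as strong as hits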
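Material: engineered CHO-K1 APJ arrestin reporter cells; amount: 1000 CHO-K1 reporter cells seeded per well; incubation: compound stimulation 90 min at 25 °C, detection 60 min; signal: luminescent beta-gal fragment complementation, chemiluminescent substrate; read-out basis: APJ agonist activity; controls: DMSO-only wells as negative, 10 nM Apelin-13 as positive control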
UBC13 polyUb = UBC13 polyubiquitin chain formation inhibitors, primary screen, biochemical, TR-FRET, uHTS | 330,000 compounds, 0.47% hits | inhibition, % at 20 µM | AID 485273, 2010; in the data active means inhibition above about 45%, passing the limit was not always enough
Target sequence (P61088 whole entry, looked up): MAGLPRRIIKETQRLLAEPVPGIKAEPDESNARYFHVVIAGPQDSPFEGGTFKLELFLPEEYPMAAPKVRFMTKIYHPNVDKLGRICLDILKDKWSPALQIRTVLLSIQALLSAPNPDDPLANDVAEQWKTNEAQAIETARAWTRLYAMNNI
EBI2 block = EBI2 receptor antagonists, beta-arrestin recruitment, primary screen, cell-based, luminescence, 7a,25-OHC stimulation, uHTS. G-protein coupled receptor 183 (Homo sapiens), P32249. 7a,25-OHC stimulated. inhibition, % at 5 µM. 360,000 compounds, 0.81% hits. AID 651636, 2012; in the data active means inhibition above about 38%;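 further: enzyme fragment complementation signal reports receptor beta-arrestin coupling in cells; 0% = agonist plus DMSO wells and 100% = wells without agonist; some results beyond the cut were filed as inactive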
Active calls of the source: *; . = not tested or not shown; & = joins results of further samples.

1) CC(=O)C1C(c2cccc(F)c2)NC(=O)NC1(O)C(F)(F)F (centres undefined)
2) Cc1ccccc1NC(=S)NCc1ccc(F)cc1
3) O=C(Nc1ccccc1NC(=O)c1ccco1)c1ccccc1
4) O=C(c1ccccc1C(=O)N(c1ccccc1)c1ccccc1)N1CCCCC1
5) CCCc1cc(=O)oc2cc(C)cc(OCC(=O)NCCCN3CCCC3=O)c12
6) N=C(N)c1ccc(Cl)cc1
7) CCN(CC)S(=O)(=O)c1cc(F)ccc1OC
8) Cc1ccc(S(=O)(=O)N2CCN(c3ncccn3)CC2)cc1C

screen / no.,1,2,3,4,5,6,7,8
ATG4B inh,4,5,1,-4,-6,-5,-17,1
CCR6 antag,3,10,9,2,-2,21,11,8
CXCR6 inh,-13,3,6,1,7,6,-4,-14
Gli-Sufu antag,5,-20,-8,-19,30,-1,3,-14
APJ antagonist,2,-10,1,0,2,-11,-16,.
APJ ag,0,-4,-1,-1,-3,-1,-1,.
UBC13 polyUb,4,2,2,-7,13,-9,-10,.
EBI2 block,-4,0,-5,1,-8,3,-7,3

Some of these compounds in order of formula weight, ascending:
7) CCN(CC)S(=O)(=O)c1cc(F)ccc1OC
1) CC(=O)C1C(c2cccc(F)c2)NC(=O)NC1(O)C(F)(F)F (centres undefined)
8) Cc1ccc(S(=O)(=O)N2CCN(c3ncccn3)CC2)cc1C

screen / no.,7,1,8
ATG4B inh,-17,4,1
CCR6 antag,11,3,8
CXCR6 inh,-4,-13,-14
Gli-Sufu antag,3,5,-14
APJ antagonist,-16,2,.
APJ ag,-1,0,.
UBC13 polyUb,-10,4,.
EBI2 block,-7,-4,3

Continued.
9) CCN(CC)CCN(C(=O)c1ccc(C(=O)c2ccccc2)cc1)c1nc2cc3c(cc2s1)OCO3
10) Cc1cccc2c1-c1sc(C(=O)Nc3cccnc3)cc1CO2
11) CC(C)Oc1ccc(S(=O)(=O)N2CCOCC2)cc1NC(=O)C1COc2ccccc2O1 (centres undefined)
12) COc1ccc(OC)c(C(O)c2coc3ccc(O)c(CN(C)C)c23)c1 (centres undefined)
13) O=C(COc1cccnc1[N+](=O)[O-])Nc1ccc(Cl)c(S(=O)(=O)N2CCOCC2)c1
14) COc1ccc(NC(=O)Nc2ccc3c(c2)C(=O)N([C@H](C)CO)C[C@H](C)[C@@H](CN(C)C(=O)NC2CCCCC2)O3)cc1
15) CCO[C@H]1OC(C(=O)N2CCN(Cc3ccc4c(c3)OCO4)CC2)=C[C@@H](c2ccc(Br)cc2)[C@@H]1CCCO
16) CC1=C(C)C(C)=C(C#N)C(=C(C#N)C#N)N1

screen / no.,9,10,11,12,13,14,15,16
ATG4B inh,18,-8,-6,0,-11,-4,-15,0
CCR6 antag,23,-10,7,-7,6,2,21,3
CXCR6 inh,23,-4,9,-2,-11,7,1,-3
Gli-Sufu antag,33,-2,9,9,12,5,27,-13
APJ antagonist,-6,-30,-1,4,-10,3,15,5
APJ ag,-5,-2,-1,4,-3,0,-6,-1
UBC13 polyUb,11,43,4,2,-14,-7,19,31
EBI2 block,9,12,-6,2,5,-4,13,-11

17) C=CCOc1ccccc1OCC(O)CNC(C)C (centres undefined)
18) CSc1ccc(CN2CCCCCC2)cc1
19) C=C1[C@@H](O)[C@H](CC(C)C)N(Cc2ccccc2Br)S1(=O)=O
20) O=C(O)Cn1c(=O)c2c3c(sc2n(Cc2ccccc2)c1=O)CCCC3
21) O=C(COc1ccc(C(=O)c2ccccc2)cc1)NCC1CCCCC1
22) CC(C)c1c(O)nc(SCC(=O)N2CCCCC2)[nH]c1=O
23) COc1ccc([N+](=O)[O-])cc1NC(=O)c1ccccc1N(C)S(C)(=O)=O
24) CC(=O)Nc1cccc2c1Cc1ccccc1-2

screen / no.,17,18,19,20,21,22,23,24
ATG4B inh,-2,-1,8,0,46*,5,17,-6
CCR6 antag,4,7,11,7,17,1,12,-3
CXCR6 inh,-1,0,4,-5,8,-1,10,-7
Gli-Sufu antag,-2,3,-12,10,-2,1,5,-33
APJ antagonist,15,15,.,17,6,2,10,5
APJ ag,-2,-3,.,-2,-5,0,-3,1
UBC13 polyUb,0,9,.,3,2,1,-3,-1
EBI2 block,-10,8,4,-2,5,5,-1,-12

25) COc1ccc(NC(=O)CSc2nnc(C)c3ccccc23)cc1
26) Cc1cccc(NC(=O)c2ccc(OCc3c(C)noc3C)cc2)c1C
27) NS(=O)(=O)c1ccc(NC(=S)NC(=O)c2cccc(Br)c2)cc1
28) COc1ccc(-c2cc(C(=O)n3cnc4ccccc43)c3ccccc3n2)cc1
29) Cc1ccc(Cn2ccsc2=NC(=O)CCl)cc1
30) O=[N+]([O-])c1cc(S(=O)(=O)Nc2ccccc2)ccc1NCc1cccnc1
31) Cc1cc(C)c(OCC(=O)Nc2cc(C(=O)O)cc(C(=O)O)c2)cc1C
32) CCc1nc(SCc2ccc(OC)c(Br)c2)n[nH]1

screen / no.,25,26,27,28,29,30,31,32
ATG4B inh,2,7,-21,-1,-3,4,-2,5
CCR6 antag,9,10,33,1,9,34,7,5
CXCR6 inh,-5,5,11,4,-4,14,2,-1
Gli-Sufu antag,-12,-6,-7,-16,48,6,0,-6
APJ antagonist,1,-6,-8,11,29,1,-8,11
APJ ag,5,-1,-4,-6,-4,-4,-3,-4
UBC13 polyUb,14,6,-4,39,2,-7,-6,7
EBI2 block,4,19,14,6,0,-4,-4,-2

33) COc1cc(C2C(C#N)=C(N)N(c3ccc(F)cc3)C3=C2S(=O)(=O)CC3)ccc1O (centres undefined)
34) CCOC(=O)C1=C(COC(=O)CC(C)c2ccccc2)NC(=O)NC1C (centres undefined)
35) CCOC(=O)Cn1c(=O)sc2ccccc21
36) CCn1c(CCC(N)=O)nnc1SCC(=O)Nc1cccc(S(=O)(=O)N2CCCC2)c1
37) COC(=O)c1ccc2c(c1)N(Cc1ccccc1F)C(=O)c1ccccc1S2=O (centres undefined)
38) CNC(=O)c1cc(Nc2nnc(-c3ccc(C)c(S(N)(=O)=O)c3)c3ccccc23)ccc1OC
39) COc1ccc(/C=C(/C#N)C(=O)Nc2cccnc2)cc1OC
40) CC(C)N1C(=O)CCC1C(=O)NC1CCCC1 (centres undefined)

screen / no.,33,34,35,36,37,38,39,40
ATG4B inh,-13,-9,4,-4,1,-16,-4,7
CCR6 antag,15,7,-5,0,16,0,7,4
CXCR6 inh,2,2,1,2,7,5,-4,2
Gli-Sufu antag,2,-1,-3,3,15,11,-2,1
APJ antagonist,-15,3,17,15,16,0,-1,-7
APJ ag,-2,1,-5,-1,-4,-5,2,-6
UBC13 polyUb,-10,8,12,6,6,4,-18,6
EBI2 block,0,-2,-13,-2,2,-10,-8,-1

Quoted at random: 2 compounds from above, in no set order.
39) COc1ccc(/C=C(/C#N)C(=O)Nc2cccnc2)cc1OC
34) CCOC(=O)C1=C(COC(=O)CC(C)c2ccccc2)NC(=O)NC1C (centres undefined)

screen / no.,39,34
ATG4B inh,-4,-9
CCR6 antag,7,7
CXCR6 inh,-4,2
Gli-Sufu antag,-2,-1
APJ antagonist,-1,3
APJ ag,2,1
UBC13 polyUb,-18,8
EBI2 block,-8,-2

(more compounds)
41) Brc1ccc(-c2nnc(-c3ccccc3)c(N3CCSCC3)n2)cc1
42) CCCc1cc(C(=O)N/N=C/c2cccn2C)cs1
43) CC(NS(=O)(=O)c1ccc(Cl)cc1)C(=O)NCCC1=CCCCC1 (centres undefined)
44) CCc1nnc(NC(=O)c2ccc(-c3ccc(F)cc3)o2)s1
45) O=C(Nc1ccc(F)cc1)c1nsc(Cl)c1Cl
46) Cc1ccc(C(C(=O)NC(C)(C)C)N(Cc2cccnc2)C(=O)C(=O)NC2CCCCC2)o1 (centres undefined)
47) COc1ccc(C2Nc3ccccc3C(=O)N2O)cc1CN1CCOCC1 (centres undefined)
48) Cc1ccc(-n2c(Cc3cccs3)nnc2SCC(=O)Nc2ccc(S(N)(=O)=O)cc2)cc1

screen / no.,41,42,43,44,45,46,47,48
ATG4B inh,10,-5,2,-5,6,-11,5,-17
CCR6 antag,26,2,13,4,1,7,-5,11
CXCR6 inh,4,-2,1,-5,10,4,4,9
Gli-Sufu antag,-22,-10,-6,1,-6,-8,4,17
APJ antagonist,15,-9,0,-14,14,0,11,2
APJ ag,-1,1,-4,2,-4,-6,-3,2
UBC13 polyUb,-8,-2,5,15,1,17,-1,-4
EBI2 block,30,4,5,-2,7,-4,0,3

49) O=C(Nc1ccc2c(c1)OCCO2)C1CCN(C(=O)c2ccc(Br)cc2)CC1
50) Nc1ccc2nc(-c3ccccc3)c(-c3ccccc3)nc2c1
51) CCN(CC)S(=O)(=O)c1cccc(-c2nnc(-c3ccc(C)cc3)o2)c1
52) CCOC(=O)[C@@H]1[C@H]2COc3cc(OC)ccc3[C@@H]2N2C(=O)N(c3ccc(OC)cc3)C(=O)[C@]12C
53) COc1ccc(Cc2nc3ccc(C(=O)NC(C)c4cn(C)nc4C)cc3o2)cc1 (centres undefined)
54) O=C(O)COc1ccc2c(c1)OCCO2
55) O=C(NCc1ccco1)c1cccc(S(=O)(=O)N2CCCCC2)c1
56) Cc1ccc(C(=O)n2ncn(C)c2=S)cc1

screen / no.,49,50,51,52,53,54,55,56
ATG4B inh,-14,-5,-3,-14,-9,-11,-1,2
CCR6 antag,5,26,9,6,4,-10,2,-1
CXCR6 inh,10,0,13,9,-6,3,3,-3
Gli-Sufu antag,0,-13,20,-1,-4,-6,2,18
APJ antagonist,4,-86,0,13,2,3,8,.
APJ ag,-3,8,-2,-1,-1,-3,-2,.
UBC13 polyUb,1,-36,-1,0,-3,12,-5,.
EBI2 block,25,-1,28,-9,6,-2,5,0

57) Cc1ccccc1NCc1ccc(O)c2ncccc12
58) Cc1cccc(-n2c(SCC(=O)Nc3ncc(Cl)cc3Cl)nc3ccccc32)c1
59) COc1ccccc1-n1cnnc1SCC(=O)N1CC(=O)Nc2ccccc21
60) COc1ccccc1C(CNC(=O)C(CCSC)NC(=O)c1ccccc1Cl)N1CCCC1 (centres undefined)
61) CC(C)[N+]1(C)[C@@H]2CC[C@H]1CC(OC(=O)C(CO)c1ccccc1)C2 (some centres undefined)
62) O=C(Nc1nnc(COc2ccc(Cl)cc2)s1)C1CCCO1 (centres undefined)
63) COc1ccc2c(c1)c(=O)oc1cc(OCC(=O)N3CCc4ccccc4C3)ccc12
64) Cc1cc(C2=NNC(=NC3CC3)SC2)c(C)n1-c1ccccc1
65) COc1ccc(CNc2ccc3c(c2)ncn3-c2ccccc2OC)cc1

screen / no.,57,58,59,60,61,62,63,64,65
ATG4B inh,10,28,0,3,-3&4&-1,-7,3,16,3
CCR6 antag,1,21,11,17,5&9&2,-2,20,13,8
CXCR6 inh,6,-9,-7,-7,3&-4&0,1,17,3,5
Gli-Sufu antag,2,6,13,14,-9&-5&6,-1,5,91*,4
APJ antagonist,10,.,1,.,-17&5,12,-3,.,12
APJ ag,1,.,-5,.,-2&-1,-4,2,.,-1
UBC13 polyUb,26,.,4,.,6&-4,6,21,.,4
EBI2 block,0,2,1,-5,3&-1&4,0,6,-3,15

By substructure, those above with a nitro group on carbon
13) O=C(COc1cccnc1[N+](=O)[O-])Nc1ccc(Cl)c(S(=O)(=O)N2CCOCC2)c1
23) COc1ccc([N+](=O)[O-])cc1NC(=O)c1ccccc1N(C)S(C)(=O)=O
30) O=[N+]([O-])c1cc(S(=O)(=O)Nc2ccccc2)ccc1NCc1cccnc1

screen / no.,13,23,30
ATG4B inh,-11,17,4
CCR6 antag,6,12,34
CXCR6 inh,-11,10,14
Gli-Sufu antag,12,5,6
APJ antagonist,-10,10,1
APJ ag,-3,-3,-4
UBC13 polyUb,-14,-3,-7
EBI2 block,5,-1,-4
